# M1 PAM parental: nonselective activator or artifact in parental CHO-K1 calcium assay | ATP EC20, Fluo-8 calcium fluorescence; 0% at ATP EC20, 100% at ATP max | activation, % at 3 µM | 0.02% of 360,000 active | AID 602247;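 active = activation above the run cutoff, the mean activation of all test compounds plus 3 SD, cut at about 40% in these data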;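 note: peak over basal fluorescence ratio in a 140 s read after ATP addition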
# CHO-K1 Ca antag: nonselective inhibitor or artifact in parental CHO-K1 cells | ATP-induced calcium, Fluo-8 fluorescence | inhibition, % at 3 µM | 0.6% of 360,000 active | AID 602250;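 active = inhibition above a per-plate cutoff, the plate's mean sample inhibition plus 3 SD, cut at about 24% in these data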;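 note: 0% = DMSO plus EC80 ATP and 100% = DMSO alone without ATP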
# M4 antag: antagonists of human muscarinic M4 receptor (CHRM4) | P08173 | inhibition, % at 3 µM | CHO-hM4 cells, ACh EC80, Fluo-8 calcium fluorescence | AID 624125 | 0.73% of 360,000 active;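 active = inhibition above its plate's cutoff, the mean inhibition of sample wells plus 3 SD, cut at about 27% in these data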;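 note: 0% = acetylcholine EC80 with DMSO and 100% = DMSO without agonist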
# Target sequence (P08173 whole entry, looked up): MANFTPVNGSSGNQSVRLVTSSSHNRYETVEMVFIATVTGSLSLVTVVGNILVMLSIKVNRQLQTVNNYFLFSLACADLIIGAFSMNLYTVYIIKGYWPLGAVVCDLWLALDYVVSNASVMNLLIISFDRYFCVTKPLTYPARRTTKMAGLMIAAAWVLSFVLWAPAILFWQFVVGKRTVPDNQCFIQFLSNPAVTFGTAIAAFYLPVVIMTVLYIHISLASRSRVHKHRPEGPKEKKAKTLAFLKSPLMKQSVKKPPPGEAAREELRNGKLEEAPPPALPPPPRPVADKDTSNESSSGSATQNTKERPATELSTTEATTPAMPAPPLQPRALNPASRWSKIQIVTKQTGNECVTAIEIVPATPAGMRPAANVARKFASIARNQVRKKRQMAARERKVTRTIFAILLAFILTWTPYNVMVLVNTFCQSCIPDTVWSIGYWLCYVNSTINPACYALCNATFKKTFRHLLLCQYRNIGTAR
# M5 ag: CHRM5 agonism in calcium assay; 0.19% of 360,000 active; P08912; CHO-K1 hM5 cells, Fluo-8 calcium fluorescence; 0% DMSO wells, 100% maximal acetylcholine response; activation, % at 3 µM;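 active = activation above the run's mean over test compounds plus 3 SD, cut at about 23% in these data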;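 note: signal is peak over basal fluorescence ratio across the kinetic read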
# Target sequence (P08912 whole entry, looked up): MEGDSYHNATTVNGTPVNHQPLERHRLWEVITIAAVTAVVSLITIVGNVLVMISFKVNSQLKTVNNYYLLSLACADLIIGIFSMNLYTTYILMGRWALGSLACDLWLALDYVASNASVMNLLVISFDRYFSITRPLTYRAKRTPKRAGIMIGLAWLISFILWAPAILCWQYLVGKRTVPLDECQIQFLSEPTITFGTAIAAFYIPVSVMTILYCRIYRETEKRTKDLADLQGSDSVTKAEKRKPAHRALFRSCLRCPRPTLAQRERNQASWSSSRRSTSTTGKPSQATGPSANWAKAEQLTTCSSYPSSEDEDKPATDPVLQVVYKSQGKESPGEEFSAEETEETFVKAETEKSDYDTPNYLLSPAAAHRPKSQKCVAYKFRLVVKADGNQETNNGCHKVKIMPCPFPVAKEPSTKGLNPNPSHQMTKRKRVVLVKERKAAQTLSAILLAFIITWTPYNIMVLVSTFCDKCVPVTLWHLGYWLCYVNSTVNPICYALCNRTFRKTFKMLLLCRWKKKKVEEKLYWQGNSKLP
# CHRM4 agonist: agonists of human muscarinic M4 receptor (CHRM4); 0.14% of 360,000 active; AID 624127; P08173; CHO-K1 hM4/Gqi5, Fluo-8 calcium fluorescence; vehicle 0%, full acetylcholine response 100%; activation, % at 3 µM;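 active = activation above the run mean over all test wells plus 3 SD, cut at about 32% in these data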;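 note: peak over basal fluorescence ratio per well then scaled between controls; 0% = DMSO wells and 100% = acetylcholine at EC100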
# CHRM5 PAM: CHRM5 positive allosteric modulation. CHO-K1 hM5, Fluo-8 calcium, ACh EC20 PAM; 0% = ACh EC20, 100% = ACh EC100. activation, % at 3 µM. 0.3% of 360,000 active;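 active = activation above the run cutoff, the mean activation of all test compounds plus 3 SD, cut at about 18% in these data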
#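 Test system: CHO-K1 hM5 cells / Doses: single-point, 3 µM nominal / Times: Post-acetylcholine fluorescence recording 140 s / Technique: Fluo-8 calcium fluorescence / Measure: Max/basal fluorescence ratio as % of EC20–EC100 ACh window / Benchmarks: low control EC20 acetylcholine (0%), high control EC100 acetylcholine (100%) / Replicates: one well per compound, no replicates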
# CHRM4 PAM: CHRM4 positive allosteric modulation; 0.4% of 360,000 active; activation, % at 3 µM; CHO-K1 hM4/Gqi5, Fluo-8 calcium fluorescence, ACh EC20; 0% = ACh EC20, 100% = maximal ACh; P08173;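 active = activation above its plate's cutoff, the mean activation of sample wells plus 3 SD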; note: some results filed as inactive read as strong as hits
# CHRM5 antagonist: antagonists of human muscarinic M5 receptor (CHRM5); inhibition, % at 3 µM; 0.59% of 360,000 active; AID 624040; CHO-hM5 cells, Fluo-8 calcium fluorescence, ACh EC80; P08912;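 active = inhibition above a per-plate cutoff, the mean of that plate's test compounds plus 3 SD, cut at about 27% in these data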;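 note: 0% = acetylcholine EC80 with DMSO and 100% = DMSO without agonist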
# CHO-K1 Ca ag: nonselective activator or artifact in parental CHO-K1 cells; Fluo-8 calcium fluorescence; scaled to maximal ATP response, vehicle zero; activation, % at 3 µM; 0.48% of 360,000 active; AID 602248; in the data active = activation above about 15%;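 note: untransfected CHO-K1 host cells lacking M1 receptor as counterscreen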
# * marks the source's active call; other numbers are inactive results.
[1] CCOc1ccc(C2/C(=C(\O)c3ccc4c(c3)OCCO4)C(=O)C(=O)N2CCN2CCOCC2)cc1OCC (centres undefined)
[2] COc1ccc(CNC(=O)[C@@H](NC(=O)C2CCN(S(=O)(=O)c3ccc(C)cc3)CC2)C(C)C)cc1OC
[3] CC(C)CNC(=O)C1(C)CCCN1C(=O)Cc1cccc2ccccc12 (centres undefined)
[4] C[C@@H](C(=O)Nc1ccc(OC(F)F)c(Cl)c1)N1C(=O)C2CC=CCC2C1=O (some centres undefined)
[5] CC(=O)Nc1ccc(S(=O)(=O)N(C)CC(=O)OCC(=O)N2CC(C)OC(C)C2)cc1 (centres undefined)

assay / compound,1,2,3,4,5
M1 PAM parental,21,22,-7,6,14
CHO-K1 Ca antag,-17,-9,3,4,-8
M4 antag,-9,7,-5,2,-13
M5 ag,-4,-2,0,0,1
CHRM4 agonist,2,0,0,4,0
CHRM5 PAM,2,5,0,4,0
CHRM4 PAM,3,-1,4,-2,10
CHRM5 antagonist,9,-5,4,6,7
CHO-K1 Ca ag,1.9,1.1,-0.1,2.5,0.2

[6] CSc1ccc(Cl)c(C(=O)OCC(=O)N(C)CCC#N)c1
[7] O=c1[nH]c(N/N=C\c2ccc3c(c2)OCO3)nc2ccccc12
[8] Cc1ccc(S(=O)(=O)N2C[C@H]3[C@H]4C(=O)N(Cc5ccccc5)C(=O)[C@H]4CC(=O)[C@H]3[C@@H]2c2ccccc2F)cc1
[9] COc1ccc(Nc2sc(C(=O)c3ccc(Cl)cc3)c(N)c2C(=O)Nc2ccccc2OC)cc1
[10] Fc1ccc(COc2ccccc2CNc2nn[nH]n2)cc1

assay / compound,6,7,8,9,10
M1 PAM parental,11,21,12,13,-16
CHO-K1 Ca antag,-8,-11,14,32*,22
M4 antag,0,-3,2,50*,0
M5 ag,-1,-2,5,39*,-2
CHRM4 agonist,1,2,2,74*,1
CHRM5 PAM,-5,1,5,-3,-8
CHRM4 PAM,3,0,-4,-28,7
CHRM5 antagonist,0,-3,-4,22,7
CHO-K1 Ca ag,0.6,1.4,0.4,20*,0.2

# The final 4 entries of the part above open the next one.
[7] O=c1[nH]c(N/N=C\c2ccc3c(c2)OCO3)nc2ccccc12
[8] Cc1ccc(S(=O)(=O)N2C[C@H]3[C@H]4C(=O)N(Cc5ccccc5)C(=O)[C@H]4CC(=O)[C@H]3[C@@H]2c2ccccc2F)cc1
[9] COc1ccc(Nc2sc(C(=O)c3ccc(Cl)cc3)c(N)c2C(=O)Nc2ccccc2OC)cc1
[10] Fc1ccc(COc2ccccc2CNc2nn[nH]n2)cc1
[11] N#Cc1ccccc1Sc1ccccc1C(=O)NCC(c1ccco1)N1CCCC1 (centres undefined)
[12] CCn1c(C)cc2c(c1=O)C(c1ccccc1)C(C(=O)OC)=C(N)O2 (centres undefined)
[13] CCC(Oc1ccccc1)C(=O)Nc1ccccc1C(=O)N1CCOCC1 (centres undefined)
[14] Cc1c(C)c2ccc(OCC(=O)N[C@@H](Cc3c[nH]c4ccccc34)C(=O)O)cc2oc1=O
[15] Cc1cc(-c2ccc(Cl)cc2)oc(=O)c1NC(=O)c1ccccc1

assay / compound,7,8,9,10,11,12,13,14,15
M1 PAM parental,21,12,13,-16,2,2,6,-16,9
CHO-K1 Ca antag,-11,14,32*,22,17,-6,-4,29*,-4
M4 antag,-3,2,50*,0,-7,-3,-3,-6,1
M5 ag,-2,5,39*,-2,-7,2,-1,-1,-2
CHRM4 agonist,2,2,74*,1,1,1,4,0,1
CHRM5 PAM,1,5,-3,-8,-26,1,-2,-1,10
CHRM4 PAM,0,-4,-28,7,-2,1,-1,5,8
CHRM5 antagonist,-3,-4,22,7,4,-6,2,7,-14
CHO-K1 Ca ag,1.4,0.4,20*,0.2,-0.2,0.1,1.7,-0.3,0.0

[16] CC(C)N(Cc1nc(-c2ccc(Cl)cc2)no1)C(=O)C(c1ccccc1)c1ccccc1
[17] COc1ccc(NC2CCCN(C(=O)CCc3cccc(Cl)c3)C2)cc1 (centres undefined)
[18] CCCOc1ccc(/C(O)=C2/C(=O)C(=O)N(CCCOC)C2c2cccnc2)cc1 (centres undefined)
[19] CN(Cc1ccc(OC(F)F)cc1)C(=O)c1ccc2c(=O)n3c(nc2c1)CCC3
[20] CCNC(=O)COC(=O)c1ccc(S(=O)(=O)N2CCCCCC2)cc1

assay / compound,16,17,18,19,20
M1 PAM parental,7,8,15,0,17
CHO-K1 Ca antag,-7,-11,4,0,4
M4 antag,6,-11,-2,2,1
M5 ag,3,-3,0,0,-4
CHRM4 agonist,0,4,0,2,2
CHRM5 PAM,-4,-1,6,-9,4
CHRM4 PAM,4,-2,12,-3,1
CHRM5 antagonist,8,4,-3,10,0
CHO-K1 Ca ag,0.5,1.9,1.4,0.8,2.0

[21] COc1cc([N+](=O)[O-])cc(/C=N/NC(=O)Cn2cncn2)c1O
[22] CC(NC(=O)Cn1cc(C(F)(F)F)cc(Cl)c1=O)c1ccccc1 (centres undefined)
[23] CC(=O)N1CCCc2cc(S(=O)(=O)N(C)CCC#N)ccc21
[24] CNS(=O)(=O)c1ccc(Cl)nc1
[25] COc1ccc(N(CC(=O)Nc2c(C)cccc2C)S(=O)(=O)c2ccccc2[N+](=O)[O-])c(OC)c1

assay / compound,21,22,23,24,25
M1 PAM parental,8,-2,3,1,8
CHO-K1 Ca antag,-1,-7,0,7,7
M4 antag,-5,-7,7,8,3
M5 ag,-1,2,-3,1,0
CHRM4 agonist,0,0,0,0,3
CHRM5 PAM,3,2,-2,-3,-1
CHRM4 PAM,6,8,-3,0,1
CHRM5 antagonist,3,3,-4,10,2
CHO-K1 Ca ag,3.3,1.0,-0.1,0.2,1.6

[26] CC(Oc1ccc(F)cc1)C(=O)Nc1ccccc1N1CCCCC1 (centres undefined)
[27] COc1ccc(NC(=O)CSCC(=O)NCc2cccc(C(F)(F)F)c2)cc1
[28] C/C=C/c1cccc(-c2nc(C(=O)N3CCCCC3)cc3c2[C@@H](CCO)N(C(=O)NC(C)C)C3)c1
[29] COc1ccc(Nc2nc(C(=O)N3CCc4ccccc4C3)cs2)cc1
[30] Cc1ccc(S(=O)(=O)NCc2ccccc2)cc1C(=O)N(C)CC(=O)Nc1ccccc1Br

assay / compound,26,27,28,29,30
M1 PAM parental,-3,2,-1,14,6
CHO-K1 Ca antag,-23,-10,-3,-12,-12
M4 antag,8,2,-1,11,1
M5 ag,-3,1,0,-2,2
CHRM4 agonist,-2,2,2,3,7
CHRM5 PAM,-6,10,-6,-9,-4
CHRM4 PAM,-6,7,4,-5,-3
CHRM5 antagonist,4,9,-4,14,8
CHO-K1 Ca ag,-0.5,0.7,0.7,1.3,2.5

[31] COc1ccc(NC(=O)c2sc(SC)nc2N)cc1
[32] CCCc1cc(=O)[nH]c(SCC(=O)NC(=O)OCC)n1
[33] N=c1oc2ccccc2cc1-c1nc2ccccc2c(=O)[nH]1
[34] CC(C)(C)n1nnnc1C(c1cccnc1)N1CCOCC1 (centres undefined)
[35] O=C(Nc1ccc2c(c1)OCO2)C(c1ccc(Cl)cc1)N1CCC2(CC1)OCCO2 (centres undefined)

assay / compound,31,32,33,34,35
M1 PAM parental,25,19,5,15,2
CHO-K1 Ca antag,-19,-16,3,-16,-13
M4 antag,-5,-6,7,-6,0
M5 ag,-2,4,0,0,1
CHRM4 agonist,5,-2,1,2,4
CHRM5 PAM,1,3,-2,3,-2
CHRM4 PAM,5,9,1,1,-2
CHRM5 antagonist,-3,-5,-2,4,-1
CHO-K1 Ca ag,0.7,0.5,-0.1,1.4,0.1

[36] O=C(NC1CCN(CC(=O)N(c2ccccc2)c2ccccc2)CC1)c1ccc([N+](=O)[O-])cc1
[37] O=C(Nc1cccnc1Cl)c1ccc2c(Cl)c3c(nc2c1)CCC3
[38] CCOC(=O)c1ccccc1NC(=O)CSc1ncc(C(=O)OCC)c(N)n1
[39] Cc1c(C(=O)C(=O)NCCCn2ccnc2)c2ccccc2n1C
[40] CC1(C)C2CCC(C2)C1(C)NC(=O)CNCc1cccs1 (centres undefined)

assay / compound,36,37,38,39,40
M1 PAM parental,19,23,18,16,22
CHO-K1 Ca antag,-9,-8,-11,-8,-7
M4 antag,1,3,2,0,3
M5 ag,-9,-3,1,-1,-3
CHRM4 agonist,0,5,-1,1,2
CHRM5 PAM,4,1,5,-3,-2
CHRM4 PAM,7,4,3,-2,1
CHRM5 antagonist,5,3,-3,10,-4
CHO-K1 Ca ag,-0.2,1.5,0.6,0.7,0.6

[41] Cc1ccc(N(CN2C(=O)C3CC=CCC3C2=O)C(=O)c2ccco2)cc1Cl (centres undefined)
[42] CCCc1c(O)nc(SCCN(CC)CC)n(C(=O)c2ccccc2)c1=O
[43] Cc1cc(S(=O)(=O)Nc2ccc(C(=O)NCc3ccncc3)cc2)ccc1F
[44] COc1cccc(OC)c1C(=O)N1CCN(Cc2ccncc2)CC1
[45] c1cc(C2CCCCC2)ccc1Oc1nc(N2CCOCC2)nc(N2CCOCC2)n1

assay / compound,41,42,43,44,45
M1 PAM parental,16,27,10,11,11
CHO-K1 Ca antag,-4,-14,-4,-6,-13
M4 antag,2,3,2,1,-8
M5 ag,-8,-6,3,2,-3
CHRM4 agonist,2,0,2,0,1
CHRM5 PAM,-5,7,2,2,-7
CHRM4 PAM,2,1,-1,-1,2
CHRM5 antagonist,4,7,-2,-2,1
CHO-K1 Ca ag,0.2,1.4,1.0,0.1,0.1

[46] O=C(NC(NC(=O)c1ccccc1)c1ccccc1)c1ccccc1
[47] CC1CCCCN1S(=O)(=O)c1ccc(C(=O)Nc2ccccc2-c2nc3ccccc3[nH]2)cc1 (centres undefined)
[48] Cn1c(-c2ccsc2)c(-c2cccs2)c2cc(-c3cccc4[nH]ccc34)ccc21
[49] Cc1cc(OC(=O)c2cccc(Br)c2)c([N+](=O)[O-])c(=O)[nH]1
[50] CCOc1ccccc1N(CC(=O)Nc1cccnc1)S(=O)(=O)c1ccc(C)cc1

assay / compound,46,47,48,49,50
M1 PAM parental,28,-11,10,-9,11
CHO-K1 Ca antag,-6,11,-13,13,-7
M4 antag,0,-5,-9,1,7
M5 ag,1,-1,7,0,2
CHRM4 agonist,1,1,1,-1,3
CHRM5 PAM,-1,-3,5,-3,-3
CHRM4 PAM,5,-5,-3,-1,-2
CHRM5 antagonist,-1,-3,-5,-5,11
CHO-K1 Ca ag,0.8,0.4,0.4,-0.5,1.2

[51] C#CCNC(=O)C1=C[C@H](C(C)(C)C)C[C@H](OCCCCO)O1
[52] NS(=O)(=O)c1ccc(-n2nncc2-c2ccco2)cc1
[53] COc1ccc(-n2c(-c3ccccc3)cc3c2CCCC3=O)cc1
[54] Cc1cccc(N(Cc2ccccc2)C(=O)c2cc(S(=O)(=O)N3CCOCC3)ccc2Cl)c1
[55] CCOC(=O)c1nnn(-c2nc(OC)nc(N(C)C)n2)c1-c1ccccc1
[56] NC(=O)c1ccc(-c2ccccc2F)cc1
[57] CN(C)CCNC(=O)Cn1c(=O)c2cccn2c2ccc(F)cc21
[58] CN1/C(=C/C(=O)C2CCC2)Sc2ccccc21

assay / compound,51,52,53,54,55,56,57,58
M1 PAM parental,-22,0,-3,-4,4,19,8,11
CHO-K1 Ca antag,8,-8,-22,-3,-10,-8,-9,-32
M4 antag,2,-7,1,-8,4,2,0,-10
M5 ag,4,-2,-5,-4,0,-3,-3,-4
CHRM4 agonist,0,1,-2,-1,1,0,2,-1
CHRM5 PAM,0,4,-3,3,-2,-1,-6,-1
CHRM4 PAM,-5,-10,-5,6,-1,15,-1,6
CHRM5 antagonist,16,4,3,-2,4,7,0,-1
CHO-K1 Ca ag,-0.7,0.4,-1.3,-0.8,0.2,0.5,0.7,-1.1
